# From PubChem BioAssay
# SIRT5 inh: sirtuin-5 (human) deacylase inhibition. 330,000 compounds, 1.1% hits. inhibition, % at 15 µM. Q9NXA8. AID 652115. Purified SirT5, succinyl-peptide AMC, trypsin-coupled fluorescence; in the data active means inhibition above about 15%; inconclusive means no clear call, values can overlap the other calls
# Target sequence (Q9NXA8 whole entry, looked up): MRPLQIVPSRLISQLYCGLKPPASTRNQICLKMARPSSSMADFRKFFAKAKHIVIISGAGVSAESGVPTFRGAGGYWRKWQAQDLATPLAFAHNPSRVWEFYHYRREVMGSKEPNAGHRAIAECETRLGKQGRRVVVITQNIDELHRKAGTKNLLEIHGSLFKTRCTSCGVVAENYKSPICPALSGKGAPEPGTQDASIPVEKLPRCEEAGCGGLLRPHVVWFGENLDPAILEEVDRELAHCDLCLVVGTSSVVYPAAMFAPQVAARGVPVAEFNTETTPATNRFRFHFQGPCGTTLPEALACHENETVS
# CASP6 VEID inh: caspase-6 (human) enzyme inhibition; 350,000 compounds, 0.53% hits; AID 686996; inhibition, % at 12.5 µM; purified caspase-6, Z-VEID-R110 cleavage fluorescence; P55212;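 active means mean inhibition across replicates at least about 35%, with every replicate also reaching that limit, limit read from the data; inconclusive means only one of the two criteria met; inactive means neither criterion met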;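 further: 0% = median of neutral control wells and 100% = no fluorescence left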
# Target sequence (P55212 24-179 limits assumed): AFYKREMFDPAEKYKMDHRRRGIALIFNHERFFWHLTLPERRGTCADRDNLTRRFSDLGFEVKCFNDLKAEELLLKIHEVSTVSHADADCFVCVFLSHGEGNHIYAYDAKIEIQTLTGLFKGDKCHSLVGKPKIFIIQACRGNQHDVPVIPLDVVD
# Target sequence (P55212 194-293 limits assumed): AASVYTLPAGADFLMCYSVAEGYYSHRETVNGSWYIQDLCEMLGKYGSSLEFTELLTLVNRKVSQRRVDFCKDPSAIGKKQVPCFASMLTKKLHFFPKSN
# LGR2 antag: inhibitors of bursicon-induced Drosophila LGR2 receptor cAMP signaling; HEK293 LGR2, CRE-luciferase, bursicon-stimulated, 4 h; inhibition, % at 9.99 µM; 380,000 compounds, 0.35% hits;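 active means drop in luminescence signal, shown as inhibition above about 50% in the replicate tests, limit read from the data, passing the limit was not always enough; inconclusive means probably only some replicates passing the limit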;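 further: agonist challenge used bursicon conditioned medium at about half maximal strength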
# FN deposit inh: fibronectin deposition inhibition. AH1F fibroblasts, Alexa488-fibronectin deposition fluorescence, overnight. inhibition, % at 12.6 µM. 350,000 compounds, 0.086% hits;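 active means mean inhibition across replicates of 30% or more, regardless of how many single replicates reach that level; inconclusive means mean under 30% yet at least half of replicates reach 30%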;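 further: positive control wells lacked labelled fibronectin entirely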
#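 Schedule: 1 h cell adhesion before compound, then overnight fibronectin incubation; test system: AH1F fibroblast monolayer depositing Alexa488-labelled fibronectin into matrix; quantity: 10000 AH1F cells per well; probe or stimulus: fluorescent fibronectin at 24 nM final; signal: fluorescence, ex 485 nm, em 525 nm; evaluation: percent inhibition as loss of matrix-bound fibronectin fluorescence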
# S100A4 inh HTS: inhibitors of human S100A4 binding to myosin IIA peptide. inhibition, % at 10.7 µM. S100A4/TAMRA-MyoIIA peptide fluorescence polarization. 360,000 compounds, 0.14% hits. P26447;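 active means mean inhibition of at least 70% across replicates, with every replicate also reaching that level; inconclusive means mean inhibition reaches 70% but some replicates fall short; inactive means mean inhibition below 70%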
# Target sequence (P26447 whole entry, looked up): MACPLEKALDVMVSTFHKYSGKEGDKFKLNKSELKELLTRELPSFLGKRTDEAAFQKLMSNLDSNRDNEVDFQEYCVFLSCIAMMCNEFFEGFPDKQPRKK
#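 Test system – S100A4 monomer (human) · Compound – single-point compound testing · Schedule – 5 min incubation before reading · Probe or stimulus – TAMRA-labelled myosin IIA heavy-chain peptide probe, 5 nM · Benchmarks – neutral control DMSO, positive control TFP · Medium – Calcium-containing HEPES buffer, pH 7.2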
# esBAF inh: inhibitors of esBAF chromatin remodeling in mouse ES cells; Bmi1-luciferase knock-in reporter, 24 h; 100% = twice the neutral-well signal; reporter increase, % at 12.5 µM; 350,000 compounds, 2% hits; in the data active means activation above about 40%; inconclusive means no clear call, values can overlap the other calls;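 further: 0% = median of the plate's neutral control wells and 100% = double that signal; a rise in the Bmi1 reporter signal indicates esBAF inhibition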
# Statin myotox sup: protects C2C12 myotubes from simvastatin toxicity; ATP luminescence, 48 h; scaled: DMSO 0, geranylgeraniol control 100; rescue of ATP level, % at 7.49 µM; 330,000 compounds, 0.78% hits;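 active means mean ATP rescue above about 67%, or every replicate alone reaching that limit, limit read from the data, passing the limit was not always enough; inconclusive means no clear call, values can overlap the other calls; inactive means mean under the limit and some replicate under it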;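 further: myotubes were challenged with 10 µM simvastatin during compound exposure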
# * marks the source's active call; other numbers are inactive results; ? = inconclusive; nt = not tested or not shown.
SMILES,SIRT5 inh,CASP6 VEID inh,LGR2 antag,FN deposit inh,S100A4 inh HTS,esBAF inh,Statin myotox sup
COc1ccccc1-n1cc(-c2ccc(Cl)cc2)[nH]c1=O,-3,2,nt,-1,7,nt,nt
CCOC(=O)CSc1ccc2nnc(-c3ccncc3)n2n1,-4,-7,6,-5,-2,-4,0
CO[C@@H]1CN(C)C(=O)c2cc(NS(=O)(=O)Cc3ccccc3)ccc2OC[C@@H](C)NC[C@@H]1C,1,2,6,6,14,-1,-10
O=C(Nc1nnc(-c2ccco2)o1)c1ccc(Br)s1,-1,-1,-10,2,4,0,12
CC(OC(=O)Cn1cc(C(F)(F)F)ccc1=O)C(=O)N(C)c1ccccc1 (stereo not given),nt,-1,-9,nt,-5,-7,-8
COC(=O)c1cc(CNC(=O)c2ccc(N3CCCC3)c([N+](=O)[O-])c2)ccc1OC,0,-90,7,-1,-7,nt,nt
COc1ccc(NC(=O)Nc2ccc3c(c2)C(=O)N([C@H](C)CO)C[C@H](C)[C@H](CN(C)C(=O)Nc2ccccc2)OCCCC[C@@H](C)O3)cc1,0,-3,-14,-1,1,2,-25
O=C(/C=C/c1ccc(NC(=O)c2ccccc2-c2ccccc2C(=O)O)cc1)c1ccccc1,nt,24,-1,6,-20,4,5
Cc1c(C(=O)N(C)Cc2ccc(F)cc2)sc(=O)n1Cc1ccc(Cl)c(Cl)c1,nt,1,-2,-5,-1,-5,24
CC1CCCN(S(=O)(=O)c2ccc(CN3C(=O)c4cccnc4C3=O)cc2)C1 (stereo not given),-2,-3,1,-2,0,1,-9
CN1C(=O)c2cc(NC(=O)NC3CCCC3)ccc2OC[C@H]2O[C@@H](CC(=O)NC3CCC3)CC[C@@H]21,nt,nt,13,-11,nt,3,-3
COC(=O)[C@]12CCCCC=C1N(Cc1ccccc1)C(=O)[C@H](CC(=O)NCc1ccc(C)o1)C2,nt,-1,0,1,-5,nt,nt
COc1ccc(NC(=O)Nc2ccc3c(c2)C(=O)N([C@H](C)CO)C[C@H](C)[C@@H](CN(C)Cc2ccc4c(c2)OCO4)OCCCC[C@H](C)O3)cc1,1,-1,-4,nt,2,1,nt
CCOC(=O)[C@@H]1[C@H]2COc3ccccc3[C@@H]2N2C(=O)N(c3ccc(Br)cc3)C(=O)[C@]12C,0,-2,6,-6,1,4,1
COc1ccc(Cl)cc1Nc1nc(C)nc2c1oc1ccccc12,-4,1,-2,2,-1,nt,nt
CC(=O)N1CCN(CC(=O)Nc2cccc(S(=O)(=O)N3CCCCCC3)c2)CC1,-1,-1,2,5,3,0,-4
COCc1cc(C)nc(Sc2nc3c(c(=O)n(C)c(=O)n3C)n2C)c1C#N,-2,3,-2,1,3,2,5
CCCC(=O)Nc1ccc2c(c1)OC[C@H](C)N(CC1CCOCC1)C[C@@H](C)[C@H](OC)CN(C)C2=O,3,1,-5,2,2,-4,1
C[C@H](CO)N1C[C@H](C)[C@H](CN(C)Cc2ccccc2)Oc2ncc(C#Cc3ccc(F)cc3)cc2C1=O,-1,1,-14,-10,-8,-1,9
Cc1ccc(CS(=O)(=O)Cc2ccc(C(=O)NCc3cccnc3)o2)cc1,nt,nt,-18,nt,nt,-5,-13
Oc1c(C(c2ccccc2)N2CCCCC2)sc2ncnn12 (stereo not given),-3,-2,-8,6,4,-3,2
COc1ccc(C(=O)N2c3ccc(F)cc3CCC2C)cc1OC (stereo not given),nt,nt,nt,6,nt,0,5
COc1ccc(-c2cn(CC[C@@H]3CC[C@@H](NC(=O)CCN4CCCCC4)[C@@H](CO)O3)nn2)cc1,-8,0,-12,11,-31,-2,7
Cc1cc(NC(=O)COC(=O)[C@@H](NS(=O)(=O)c2ccc(Br)cc2)C(C)C)no1,nt,20,22,-12,4,nt,nt
COC(=O)N/N=C/c1ccccc1Cl,1,-1,-10,-1,-1,nt,nt
O=C(Nc1cccc(S(=O)(=O)N2CCCCCC2)c1)C1CCC1,-2,-8,14,-9,1,1,-4
CC(=O)Nc1nnc(SCc2cc(=O)c(OC(=O)c3ccccc3)co2)s1,-2,1,-14,2,2,nt,nt
CC(C)C#Cc1ccc2c(c1)O[C@@H](CN(C)Cc1ccncc1)[C@@H](C)CN([C@@H](C)CO)S2(=O)=O,nt,nt,-2,13,nt,4,11
C=CCn1c(O)c(C(CC)=NCc2cccnc2)c(=O)[nH]c1=O,nt,nt,nt,3,nt,-5,4
C[C@H]1CN([C@@H](C)CO)C(=O)Cc2cc(N(C)C)ccc2O[C@H]1CN(C)Cc1ccc(C(=O)O)cc1,nt,nt,-3,0,nt,-2,-16
Cc1cccc(C)c1NC(=O)C[n+]1cc(-c2ccccc2)n2c1CCC2,-3,-5,-18,7,-1,-1,15
CC(/C=N/NC(=O)c1nnn(-c2nonc2N)c1CN1CCCCC1)=C\c1ccccc1,-1,13,11,nt,1,nt,nt
O=C(CCN1C(=O)c2ccccc2C1=O)NCCCn1ccnc1,3,-5,4,-1,-4,nt,nt
O=C(NC(=S)N1CCN(C/C=C/c2ccccc2)CC1)c1ccc(F)cc1,-3,-6,nt,5,11,-8,-16
C[C@@H]1CN([C@@H](C)CO)C(=O)Cc2cc(NS(C)(=O)=O)ccc2O[C@H]1CN(C)S(C)(=O)=O,10,2,0,nt,4,0,4
Cc1ccc(SCCC(=O)NCC2CCCO2)cc1 (stereo not given),nt,nt,nt,2,nt,-7,6
O=C(NCCc1nc2ccccc2[nH]1)c1cc([N+](=O)[O-])cc([N+](=O)[O-])c1,nt,nt,-13,nt,nt,-5,15
Cc1cc(CN2CCCCC2C(=O)Nc2ccc(Oc3cccnc3)cc2)oc1C (stereo not given),2,-1,-4,nt,-4,27,-3
CN(C1CCCCC1)S(=O)(=O)c1ccc2c(c1)c(=O)c(C(=O)O)cn2C,0,-3,24,-14,-6,-5,5
O=S(=O)(Nc1cccc(-n2cnnn2)c1)c1cc(Cl)ccc1Cl,10,3,3,4,-3,-3,10
CCn1ccnc1CN(C)Cc1c(C(=O)N2C[C@@H](C)O[C@@H](C)C2)nc2ccc(Cl)cn12,-1,-3,6,-1,1,nt,nt
CC(C)NC(=O)N(C)C[C@H]1Oc2cc(C#CC(C)(C)O)ccc2S(=O)(=O)N([C@@H](C)CO)C[C@@H]1C,-6,-3,-4,-3,-9,5,-8
CCN(CC(=O)Nc1ccc(NC(C)=O)cc1)C(=O)/C=C/c1cn(-c2ccccc2)nc1-c1cccs1,-3,4,23,12,-3,13,-6
O=C(NC(=S)N1CCN(c2ccc([N+](=O)[O-])cc2)CC1)c1ccco1,0,3,-10,7,1,nt,nt
O=C(CSC1CC(=O)N(c2ccc(C(=O)O)cc2)C1=O)Nc1ccc(Cl)cc1 (stereo not given),18*,nt,37,-8,-23,nt,nt
CC(C)NC(=O)Cn1cnc2c(cnn2-c2ccc(F)cc2)c1=O,-4,-1,4,-8,-4,5,3
CCOC(=O)c1c(N2C(=O)Nc3ccccc3N2O)n[nH]c1-c1cccc(OC)c1,-1,0,14,5,2,-9,4
COc1ccccc1N(CC(=O)NC(C)C)S(=O)(=O)c1cccs1,-1,2,1,4,0,2,-1
CCOc1cc2[nH]c(=O)n(CCC(=O)NCCc3ccccc3)c(=O)c2cc1OCC,nt,nt,nt,-3,nt,0,-20
CCC(=O)Nc1ccc2c(c1)C(=O)N(C)C[C@@H](OC)[C@@H](C)CN(CCc1ccccc1)[C@H](C)CO2,-1,-1,-11,4,6,-5,6
Fc1cc(F)cc(NC(=S)NN2CCOCC2)c1,-1,-3,0,5,4,nt,nt
COc1ccc(Cc2nnc(SCC(=O)NC3CCCCC3)n2C)cc1,1,0,1,nt,-1,1,1
O=C(NCC(=O)N1CCN(S(=O)(=O)c2cccc(F)c2)CC1)c1ccc(Br)o1,12,4,10,-4,2,nt,nt
Cc1ccc2oc(=O)c3cc(C(=O)NCCCN4CCN(C)CC4)sc3c2c1,-2,-43,-4,0,-11,-49,8
Cc1cc(C)c2oc(C(=O)Nc3ccc(S(=O)(=O)N4CCCC(C)C4)cc3)cc(=O)c2c1 (stereo not given),-1,-1,-4,-5,1,nt,nt
CC(=O)Nc1ccc(S(=O)(=O)N2CCn3cccc3C2C)cc1 (stereo not given),-4,-3,-8,-1,-15,1,-17
COc1cccc(OC)c1C(=O)OCC(=O)NC1CCCCCC1,1,-1,-1,-1,-5,5,-8
Cc1noc(C)c1NC(=O)Nc1ccc2c(c1)CC(=O)N([C@@H](C)CO)C[C@@H](C)[C@H](CN(C)C(=O)Nc1ccccc1)O2,1,0,-3,nt,12,-2,-3
Cc1ccccc1CN1CCN(C(C)C(=O)NNC(=O)c2ccc(F)cc2)CC1 (stereo not given),-3,-2,-20,5,0,11,-6
CC(OC(=O)/C(C#N)=C/c1ccc(N(C)C)cc1)C(=O)N(C)Cc1ccccc1 (stereo not given),-2,3,-27,nt,48,nt,nt
# (further entries)
SMILES,SIRT5 inh,CASP6 VEID inh,LGR2 antag,FN deposit inh,S100A4 inh HTS,esBAF inh,Statin myotox sup
CN(C)S(=O)(=O)c1cccc(COC(=O)C2=COCCO2)c1,nt,nt,nt,-8,nt,4,3
COc1ccc2c3c(n(C)c2c1)[C@H](CO)N(C(=O)C1CCOCC1)CC31CCN(Cc2cccc(F)c2)CC1,0,3,-3,nt,2,nt,nt
Cc1ccc(CNC(=O)C2CCCCN2S(=O)(=O)c2ccccc2)cc1 (stereo not given),-5,4,-4,-2,-2,5,15
CSc1nc(Cl)cc(Nc2ccc(O)cc2)n1,2,3,-89,-6,-4,nt,nt
Cc1c(Br)cccc1NC(=O)C1(C)CCN1CCc1ccccc1 (stereo not given),nt,0,?,2,1,-4,21
COCCN(C(=O)COC(=O)c1ccccc1NCc1ccco1)c1c(N)n(Cc2ccccc2)c(=O)[nH]c1=O,-13,7,-21,3,-4,-6,8
CCC(=O)Nc1ccc2c(c1)C(=O)N(C)C[C@@H](OC)[C@@H](C)CN(C(=O)Cc1cccnc1)[C@H](C)CO2,-8,nt,1,-5,-4,0,-19
O=C(c1ccc(C(F)(F)F)cc1)N1CCC(=O)N(C(COCc2ccc(Cl)cc2)Cc2ccccc2)CC1 (stereo not given),nt,3,3,11,-2,-4,26
CN1CCc2c(sc(/N=C/c3cc(Cl)ccc3O)c2C#N)C1,-11,0,-90,-1,-19,nt,nt
COc1cc(C(=O)NC2CCCC(C)C2C)ccc1OCC(=O)N1CCOCC1 (stereo not given),-1,-5,-2,-5,0,-4,-2
COc1ccc(N(CC(=O)NCc2ccc(Cl)cc2)S(=O)(=O)c2c(C)noc2C)cc1,-1,1,4,4,1,-5,-7
O=C(Cc1ccccc1)N1C[C@H]2[C@@H](c3ccccc31)[C@H](CO)N2C(=O)Nc1ccc(F)cc1,0,nt,-4,nt,-2,4,2
COc1ccc(C(O)c2nc(-c3cccs3)cs2)cc1 (stereo not given),nt,0,2,3,-1,9,16

# Not all compounds are listed; rates above refer to the full screens.
